# M17LAP inhibition = P. falciparum M17LAP inhibitors, primary screen, biochemical, fluorogenic H-Leu-NHMec substrate, 1536-well (AID 1619); Leucine aminopeptidase (Plasmodium falciparum (isolate 3D7)); recombinant M17LAP, H-Leu-NHMec fluorogenic kinetic assay; higher % means a stronger effect; inhibition, % at 30 µM; hits with a dose series show IC50 in µM; 0.38% of 220,000 active;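 active = compound inhibiting the enzyme by more than half at any dose during confirmatory dose-response retesting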;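 note: plate controls were full reaction with DMSO carrier for no effect and no enzyme background for full effect; strong numbers were not always called active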
# Dynein cargo inh = inhibitors of GR-EGFP nuclear translocation, primary screen, dynein cargo transport inhibitor project, imaging, high-content, 3617.4 mouse cells. AID 1381, 2008. test concentration mostly 20 µM; stimulated with dexamethasone, 1 µM; hits give low values. z-score, hits read low. 0.47% of 220,000 active;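 active = plate z-score of nuclear minus cytoplasmic receptor signal below a set negative limit, without overly bright fluorescence or cell loss, cut at about -3.5 in these data, passing the limit was not always enough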;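 note: z-score of nuclear minus cytoplasmic ring GR-EGFP intensity difference per well; some compounds called inactive have numbers as strong as hits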
#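 Schedule: 48 h induction, then 1 h compound, then 30 min agonist, 37 °C. Buffer or medium: tetracycline-free induction medium containing charcoal-stripped FBS. Reagent: 1.0 µM final dexamethasone stimulus. Evaluation: nuclear versus cytoplasmic GR-EGFP signal, averaged per well. Signal: high-content fluorescence imaging after fixation.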
# Yfh1-depleted yeast = enhancers of respiration in Yfh1-depleted yeast, dose response, Friedreich's ataxia, plus single-dose screen (AID 1465) | 0.074% of 220,000 active | fold induction at 50 µM; hits with a dose series show EC50 in µM | S. cerevisiae Yfh1-off respiration, WST-1 reduction, 72 h; higher fold induction means a stronger effect;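 active = fold induction of absorbance versus untreated yeast above a set limit, then at least 30% activation at any dose in follow-up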;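 note: activators that raise dye reduction in frataxin-depleted yeast; strong numbers were not always called active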
# Autophagy HCS = autophagy modulators in MEF cells, primary screen, imaging, high-content, MEF GFP-LC3; 0.98% of 190,000 active; calls only at 10 µM (by protocol); AID 463193, 2010; MEF GFP-LC3 puncta imaging; test concentration mostly 10 µM;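 active = percentage of spot-positive cells more than 3 SD above its plate mean, without a fluorescence outlier flag or 80% toxicity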;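 note: spot-positive cell cutoff set from DMSO-treated cells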
# P. falciparum M1AAP = P. falciparum M1AAP inhibitors, biochemical, fluorogenic H-Leu-NHMec substrate, 1536-well (AID 1445) | Aminopeptidase N (Plasmodium falciparum (isolate 3D7)) | recombinant M1AAP, H-Leu-NHMec fluorogenic kinetic assay; higher % means a stronger effect | one-dose inhibition, % at 30 µM; IC50 in µM for titrated hits | 0.42% of 220,000 active;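 active = primary inhibition above the hit cutoff, then over 50% inhibition at one or more dose response concentrations, cut at about 23% in these data, passing the limit was not always enough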;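 note: plate controls were DMSO full reaction for no effect and no enzyme background for full effect; strong numbers were not always called active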
# WT yeast gro inh = growth inhibition of WT strain, primary screen, mitochondrial fusion inhibitor project, WT and mutant strains, chemical genetic; mitochondrial fusion phenotypic screen; inhibition, % at 10 µM; 2.1% of 190,000 active; in the data active = inhibition above about 58%; tested in S. cerevisiae
# bCat nuc transl = modulators of beta-catenin nuclear translocation, primary screen, imaging, HeLa cells, immunofluorescence, high-content | nuclear translocation activity, % at 5 µM | 0.3% of 190,000 active;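 active = nuclear translocation activity above 50% at 5 µM, with a well cell count of 50 or more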;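 note: per-cell ratio of nuclear to cytoplasmic median beta-catenin stain intensity; plate controls were DMSO negative control for no effect and GSK-3 inhibitor IX positive control for full effect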
#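 assay system = human HeLa cells, endogenous beta-catenin | times = compound treatment 24 h, 37°C, 5% CO2 | detection = Anti-beta-catenin immunofluorescence on PFA-fixed, Triton-permeabilized cells, DAPI nuclei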
# MT stabilize HCS = microtubule stabilizers in HeLa cells, primary screen, imaging, high-content imaging. HeLa tubulin immunostaining HCS, 24 h; share of cells brighter than vehicle mean+2SD. % tubulin-high responders, % at 10 µM. 0.83% of 200,000 active. AID 2205, 2009;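 active = plate Z-score above 3 for both tubulin-high and condensed-nucleus cell shares, with cell loss under 80%, at 10 µM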;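 note: anti alpha tubulin signal scored within the nucleus-defined area of each cell; some results filed as inactive read as strong as hits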
# T cell HTS = modulators of CD8 T cell-vesicle binding, primary screen, mouse 2C CD8+ T cells, flow cytometry. 0.068% of 330,000 active. calls only at 7 µM. 2C CD8+ T cell-vesicle binding; hits give low values;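 active = response, share of CD8 T cells binding vesicles, and their 90th percentile fluorescence all below set limits, cut at about 80% in these data, passing the limit was not always enough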
#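 Material: 2C TCR transgenic mouse naive CD8+ T cells, MACS-purified. Also added: QL9-charged Drosophila Ld/ICAM-1/B7-1 vesicles. Timing: binding 1.5 h at 37 °C. Measured by: high-throughput flow cytometry with anti-B7-1 and anti-CD8 staining. Read-out: percent CD8+ FL2 mean versus row control. Controls: Unloaded micro-vesicles (low), QL9 vesicles with 0.7% DMSO (high).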
# WT yeast gro inh mutant strain = recorded beside WT yeast gro inh, whose call it bears; inhibition, %; mitochondrial fusion phenotypic screen, mutant strain inhibition
# Dynein cargo inh cytoplasmic EGFP = further read-out of Dynein cargo inh, marked with its call; z-score; measured here: cytoplasmic GR-EGFP intensity; hits give high values
# Dynein cargo inh nuclear GR-EGFP = second read-out of Dynein cargo inh, no call of its own (marks repeat the call); z-score; measured here: nuclear GR-EGFP intensity;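 lower value marks the stronger effect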
# Dynein cargo inh cell count = further read-out of Dynein cargo inh, marked with its call; z-score; measured here: cell count per field
# bCat nuc transl cell count 5 µM = further read-out of bCat nuc transl, marked with its call; cell count; measured here: cell count, cytotoxicity flag
# T cell HTS vesicle-bound % = second read-out of T cell HTS, no call of its own (marks repeat the call); double positive events, %; measured here: CD8+ vesicle-bound cell fraction;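 binding gate set so that unloaded-vesicle control wells show 10% double positive cells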
# MT stabilize HCS Hoechst-high % = second read-out of MT stabilize HCS, no call of its own (marks repeat the call); % Hoechst-high responders; measured here: nuclear condensation Hoechst responders;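 share of cells brighter than vehicle mean plus two SD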
# MT stabilize HCS cytotoxicity % = further read-out of MT stabilize HCS, marked with its call; toxicity, %; measured here: cytotoxicity by cell density;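 0% = mean cell density of plate MIN control wells and 100% = no cells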
# Autophagy HCS cell loss 18 h = further read-out of Autophagy HCS, marked with its call; toxicity, %; measured here: cell loss, nuclei count;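 cell loss after 18 h compound exposure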
# The depositor's hits bear a star; i = inactive; x = no result given; + = active, no number.
SMILES,M17LAP inhibition,Dynein cargo inh,Dynein cargo inh cytoplasmic EGFP,Dynein cargo inh nuclear GR-EGFP,Dynein cargo inh cell count,Yfh1-depleted yeast,Autophagy HCS,Autophagy HCS cell loss 18 h,P. falciparum M1AAP,WT yeast gro inh,WT yeast gro inh mutant strain,bCat nuc transl,bCat nuc transl cell count 5 µM,MT stabilize HCS,MT stabilize HCS Hoechst-high %,MT stabilize HCS cytotoxicity %,T cell HTS,T cell HTS vesicle-bound %
CC(C)CN(C(=O)COC(=O)c1ccc(-c2ccccc2)cc1)C1CCS(=O)(=O)C1 (stereo unspecified),-5%,-1.3,-0.2,-0.71,0.85,i,i,-11,11%,-11,17,-1.1,1097,1.6,2.5,11,i,40
O=c1[nH]c2c(s1)C=Nc1ccccc1N2,-13%,-1.2,-0.12,-0.41,-0.001,i,i,-3,-1%,1,4,-2.2,1168,5.2,2.4,0.1,i,43
NC(=O)c1ccsc1NC(=O)CN1C(=O)C2CC=CCC2C1=O (stereo unspecified),4%,1.5,-0.2,1.1,-0.59,i,i,14,10%,-13,-2,-5.1,958,1.7,1.5,8.5,i,15
Cc1ccc2cc([N+](=O)[O-])ccc2n1,0%,0.15,-0.23,0.45,0.35,i,x,x,7%,x,x,0.6,1291,x,x,x,i,40
CCc1ccc2[nH]c(=O)c(CN(Cc3ccc(OC)cc3)Cc3nnnn3CCOC)cc2c1,2%,-0.53,-0.33,0.32,0.42,i,+,-17*,7%,-6,2,0.8,759,3.4,2.5,3.2,x,x
Cn1c(-c2ccc(F)cc2)cnc1SCC(=O)Nc1ccccc1N1CCOCC1,15%,-0.35,-0.28,-0.017,-0.65,i,i,0,8%,12,3,-1.0,1019,3.0,2.6,4.2,i,20
OCCN=c1cc(-c2ccccc2)oc2ccc(Cl)cc12,37%,0.049,-0.18,0.36,0.37,i,i,26,7%,-1,-2,1.7,1276,4.1,2.1,0.9,i,44
CC(C)(C)C(=O)n1nc(-c2ccccc2)oc1=O,3%,-0.88,-0.16,-0.71,0.072,i,i,-4,-1%,-25,-7,2.0,534,2.9,3.7,5.4,i,70
O=C(N/N=C/c1ccc(-c2ccccc2)o1)c1ccccc1O,-5%,-0.62,0.16,-0.38,0.63,i,x,x,1%,x,x,-2.9,974,x,x,x,i,25
O=C(OCc1nc2ccc(Cl)cc2n1CCO)c1ccccc1,-2%,0.87,-0.17,1.4,-0.83,i,i,-8,-1%,1,5,0.9,953,5.1,3.9,6.3,i,36
C=CCn1c(-c2cc(Cl)ccc2OC)n[nH]c1=S,-7%,0.76,0.16,0.29,-0.16,i,i,-6,2%,5,-32,-14,1169,1.4,0.7,10,i,41
Cc1nn(-c2ccccn2)c2c1C(c1ccncc1)C1=C(CC(C)(C)CC1=O)N2 (stereo unspecified),-4%,-1.1,-0.24,-0.48,0.77,i,i,-2,7%,-4,-15,-2.0,1231,1.6,0.9,7.6,i,21
CCNc1ccc(Br)cc(C(=O)/C=C/c2ccccc2Cl)c1=O,x,-1.9,5.5,0.31,-0.91,i,i,9,x,x,x,x,x,4.9,2.0,35,i,54
O=C1CCCCCCC1Sc1ccccc1[N+](=O)[O-] (stereo unspecified),12%,1.7,-0.21,1.1,-1.1,i,i,-2,7%,0,-2,0.3,961,3.7,2.3,0.8,i,62
COc1ccc(CC(=O)NCc2ccc3c(c2)cc(C)n3C)cc1OC,4%,-1.1,-0.16,-0.73,0.29,i,i,-9,15%,-24,-38,-1.8,995,1.4,2.5,6.7,i,25
CC1(c2nnc(-c3ccc(Cl)cc3)o2)CC(c2ccc(Cl)cc2)=NO1 (stereo unspecified),-6%,0.63,-0.46,0.27,-0.37,i,x,x,0%,x,x,-0.4,1394,x,x,x,i,6
Cc1cc2cc(CN(CC3CCCO3)C(=O)c3cnccn3)c(=O)[nH]c2cc1C (stereo unspecified),12%,1.2,-0.11,1.4,-0.26,i,i,-5,5%,6,-1,0.5,961,3.2,2.9,11,i,26
CCOC(=O)c1ccc(NC(=O)c2nccnc2C(=O)O)cc1,7%,3,0.13,2,-1.7,i,i,13,-6%,2,1,-0.7,1138,4.0,2.9,12,i,18
O=C(Nc1ccc(N2CCN(C(=O)c3ccco3)CC2)cc1)c1cccs1,-10%,2.8,-0.075,1.8,-1.1,i,i,14,7%,-12,-2,1.8,1456,11,1.4,2.8,i,45
COc1ccc(C(=O)Nc2ccccc2C(=O)NCCN2CCOCC2)cc1,7%,0.74,-0.16,0.57,-1.1,i,i,-5,4%,9,14,x,x,4.5,2.0,6.9,i,8
Cc1ccc2cccc(NC(=O)C(F)(F)F)c2n1,x,0.77,-0.16,0.68,0.22,i,i,0,x,x,x,-3.1,1146,1.4,0.5,17,i,42
O=C(COC(=O)c1ccc(O)cc1)NCCCc1ccccc1,2%,0.33,-0.39,-0.43,1.1,i,i,8,2%,6,-11,-1.9,1095,2.2,1.9,1.3,x,x
Nc1ccc(C(=O)O)cc1[N+](=O)[O-],-1%,0.081,-0.35,0.36,0.43,i,i,2,-2%,13,10,-1.7,1115,4.5,2.2,19,i,50
O=C(Nc1ccccc1)N1CCC(=S)Nc2ccccc21,17%,-0.16,-0.1,0.045,-0.21,i,i,-1,1%,4,9,-1.0,581,3.0,3.3,1.7,i,1
Cc1nc(-c2ccc(Cl)cc2)sc1C1(C)CC(c2ccc(C#N)cc2)=NO1 (stereo unspecified),7%,0.42,-0.26,0.32,-0.76,i,x,x,6%,x,x,0.9,1304,x,x,x,i,6
CCOC(=O)C(C)On1c(-c2cccc(Cl)c2)nc2ccc([N+](=O)[O-])cc21 (stereo unspecified),13%,-0.77,-0.27,-0.26,0.68,i,i,10,16%,34,31,0.9,1101,2.0,1.6,4.7,i,6
O=C(CCn1c2c(c3ccccc31)CCCC2)NNC(=O)c1ccccc1[N+](=O)[O-],-7%,0.07,-0.12,-0.08,-0.79,i,i,36,3%,0,5,-1.3,1089,4.0,1.5,8.7,i,51
O=c1c2ccccc2nc(/C=C/c2c[nH]c3ccccc23)n1-c1ccc([N+](=O)[O-])cc1,11%,-0.52,-0.14,-0.056,-0.26,i,i,5,8%,7,8,-1.4,574,1.3,2.0,9.8,i,30
CCOC(=O)c1sc2nc(-c3cccnc3)ccc2c1N,-1%,2.9,-0.11,1.5,-1.5,i,i,-4,9%,6,-2,1.1,1071,1.7,2.5,6.9,i,61
NC(=O)CSc1ncc(-c2ccccc2)[nH]1,-3%,0.69,-0.3,0.34,-0.53,i,i,-9,3%,1,1,-1.6,1116,3.0,2.7,6.3,i,38
COC(=O)c1ccccc1NC(=O)CSc1nnc(C(C)NC(=O)c2ccc(Cl)cc2Cl)n1C (stereo unspecified),5%,0.47,0.1,0.65,-0.46,i,i,-7,-13%,-14,-3,x,x,1.7,1.1,11,i,25
COC(=O)c1ccc(NC(=O)CSc2nc3cccnc3n2C)cc1,-2%,2.6,-0.19,1.2,-1.5,i,i,0,8%,-15,-20,-11,508,3.3,2.2,4.8,i,45
COc1cc(NC2=CC(=O)CC(C)(C)C2)cc(OC)c1,7%,0.21,-0.22,0.96,-0.41,i,i,13,0%,-3,-7,-5.4,1135,2.6,2.2,5.4,i,17
Cc1cc(C)cc(NC(=O)C2CCCN(c3nc(C)cc(C)n3)C2)c1 (stereo unspecified),-14%,-0.86,-0.17,-0.33,0.15,i,i,-12,-4%,5,2,0.5,1176,5.6,2.9,15,i,25
COc1ccc(C(=O)C2CCN(C(=S)Nc3ccc(F)cc3)CC2)cc1,11%,0.38,-0.26,0.42,0.028,i,i,-2,-4%,22,2,1.5,1080,1.5,1.8,4.2,i,4

# Screens deposited in PubChem by several laboratories.
